RAD54 inh: RAD54 (human) branch migration inhibition | RAD54 Holliday junction branch migration, FAM/BHQ fluorescence | inhibition, % at 10.4 µM | hit rate 0.14% among 360,000;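 active = mean normalized replicate activity at least 40 and at least half of replicates scoring 40 or more; inconclusive = only one of the two criteria met; inactive = mean below 40 and under half of replicates reaching 40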;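 note: 0% = median of neutral control wells and 100% = median of positive control wells; inhibitors cause a drop in the FAM fluorescence signal; in these data hits start at about 50%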
Target sequence (Q92698 whole entry, looked up): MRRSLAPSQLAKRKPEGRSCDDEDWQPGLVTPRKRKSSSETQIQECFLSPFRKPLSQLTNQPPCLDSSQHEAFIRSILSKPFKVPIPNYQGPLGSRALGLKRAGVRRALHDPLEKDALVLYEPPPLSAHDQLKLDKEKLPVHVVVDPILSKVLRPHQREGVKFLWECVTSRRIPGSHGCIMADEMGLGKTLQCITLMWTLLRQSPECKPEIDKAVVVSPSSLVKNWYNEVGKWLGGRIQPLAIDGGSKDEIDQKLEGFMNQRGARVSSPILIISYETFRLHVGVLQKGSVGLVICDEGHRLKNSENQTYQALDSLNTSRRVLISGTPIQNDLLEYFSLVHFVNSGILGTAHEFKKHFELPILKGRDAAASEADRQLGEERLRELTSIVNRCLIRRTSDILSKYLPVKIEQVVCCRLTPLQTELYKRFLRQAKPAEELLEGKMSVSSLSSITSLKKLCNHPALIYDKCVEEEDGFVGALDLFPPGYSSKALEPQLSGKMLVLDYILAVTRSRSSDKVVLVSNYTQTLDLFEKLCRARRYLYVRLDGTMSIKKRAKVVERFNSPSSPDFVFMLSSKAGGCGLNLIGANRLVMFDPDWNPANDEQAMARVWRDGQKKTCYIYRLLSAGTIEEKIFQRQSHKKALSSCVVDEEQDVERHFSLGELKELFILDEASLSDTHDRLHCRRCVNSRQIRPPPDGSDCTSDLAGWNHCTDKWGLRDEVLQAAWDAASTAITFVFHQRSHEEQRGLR
E-sel inducer: induces E-selectin expression in human endothelial cells; P16581; activation, % at 7.58 µM; hit rate 0.37% among 260,000; HUVEC E-selectin immunofluorescence imaging; normalized: neutral wells 0, TNF-alpha wells 100;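 active = mean E-selectin-positive cell signal at least 10% of the positive control, reached in at least 60% of replicates, without over 20% cell loss; inconclusive = no rule given, readout overlaps actives, possibly toxicity-flagged; inactive = the rest, including those meeting only one limit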;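 note: in these data hits start at about 27%; measured in HUVEC primary endothelial cells; signal is the percent of cells scored E-selectin positive by PE staining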
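Material: HUVEC primary endothelial cells; Amount: 3,000 cells per well; Dosing: single concentration; Medium: EGM-2 growth medium on 0.1% gelatin-coated wells; Read-out basis: percent E-selectin-positive cells; Signal: immunofluorescence imaging; Control set: TNF-alpha, DMSO.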
esBAF inh: blocks esBAF chromatin remodeling in mouse ES cells; hit rate 2% among 350,000; AID 602393; reporter increase, % at 12.5 µM; Bmi1-luciferase knock-in reporter, 24 h; 100% = twice the neutral-well signal; in the data active = activation above about 40%; inconclusive = no clear call, values can overlap the other calls;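 note: 0% = median of the plate's neutral control wells and 100% = double that signal; a rise in the Bmi1 reporter signal indicates esBAF inhibition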
* = called active by the depositor; ? = inconclusive. A portion of the library, so the mix of outcomes need not match the whole.

SMILES | RAD54 inh | E-sel inducer | esBAF inh
CCNC(=O)C1CCCN1S(=O)(=O)c1ccc(OC)cc1 (centres undefined) | 3 | -0.7 | 10
CC(C)C(=O)Nc1ccc(NC(=O)c2cc3ccccc3o2)cc1 | -17 | 1.0 | 22
CN1CCN(C(=O)c2cc3ccccc3oc2=O)CC1 | -9 | 1.8 | -1
COc1ccc(N2C(=O)CCC(C(=O)Nc3cccc(C)n3)C2c2ccc(OC)c(OC)c2)cc1 (centres undefined) | 2 | -0.8 | 1
COCCNC(=O)C(c1ccc(C)o1)N(CC1CCCO1)C(=O)Cn1nnc2ccccc21 (centres undefined) | 4 | -1.2 | -10
CN(C)CC(C)(C)CNS(=O)(=O)CC12CCC(CC1=O)C2(C)C (centres undefined) | 13 | 0.4 | 5
CCN(C(=O)c1cn(C)c(=O)c2cc(OC)c(OC)cc12)c1ccccc1C | -11 | 1.6 | -6
O=C(CSc1ncn[nH]1)N1N=C2/C(=C/c3ccco3)CCCC2C1c1ccco1 (centres undefined) | 0 | -2.2 | 26
O=C(CNCC1CCCCC1)Nc1ccccc1N1CCCCC1 | -15 | 0.9 | 9
CC(SC1CCCC1)C(=O)NC(C)(C#N)C(C)C (centres undefined) | 3 | -1.5 | -11
Cc1cccc(NC(=O)Cn2cnc3sc(C)c(S(=O)(=O)N4CCC(C)CC4)c3c2=O)n1 | -20 | 0.1 | -7
O=C(Nc1c(-c2ccccc2)nc2c(Br)cc(Br)cn12)c1ccco1 | -2 | -2.3 | -4
O=C(Nc1ccc(OC(=O)c2cccnc2)cc1)c1cccnc1 | -13 | -0.8 | -6
CCOc1ccc(C(=O)CSc2nnc(N)s2)cc1 | -3 | -0.8 | 33
O=C(COC(=O)CCCc1c[nH]c2ccccc12)Nc1ccc2c(c1)OCO2 | 12 | 6.0 | -2
O=C(COc1ccccc1[N+](=O)[O-])N/N=C/C=C/c1ccco1 | -2 | 0.7 | 4
N#CCSc1nnc(COc2ccc3ccccc3c2)o1 | -1 | -3.3 | 4
O=C(CN1CCOCC1)Nc1scc(-c2ccccc2)c1C(=O)N1CCOCC1 | 5 | -1.8 | 9
O=C(CCC(=O)N1CCN(S(=O)(=O)c2ccccc2)CC1)NC1CCCc2ccccc21 (centres undefined) | -15 | -0.9 | 1
CCCCCCOC(=O)Sc1nc2ccccc2o1 | -3 | 0.0 | 40
O=C(Nc1ccccc1)NC1(C(=O)NCCCN2CCOCC2)CCCCC1 | -5 | -0.7 | 1
CCOC(=O)C(C)c1n[nH]c(=O)c2ccccc12 (centres undefined) | -1 | -1.4 | 6
Cc1ccc(C2C(C#N)=C(N)SC(N)=C2C#N)cc1 | -47 | 1.4 | 5
CCc1cc2c(=O)c(-c3ccc4c(c3)OCCO4)coc2cc1OC(=O)c1ccco1 | -2 | -1.3 | -6
O=C(NCc1ccccc1)c1ccc(OC2CSC2)cc1 | -1 | -0.1 | 33
SMILES | RAD54 inh | E-sel inducer | esBAF inh
COc1ccc(-c2nnc(SCC(=O)Nc3cccc(Cl)c3)o2)cc1 | -3 | -2.2 | 33
COc1ccccc1OCCn1c(C(C)O)nc2ccccc21 (centres undefined) | 15 | 3.7 | -5
COc1ccc(N(CC(=O)NC2CCCC2)C(=O)c2csnn2)cc1 | 32 | 0.4 | 2
O=C(NC1=NCCS1)C1CC2CCC1C2 (centres undefined) | -3 | 1.4 | 4
CC(C)(C)c1ccc(C(=O)N/N=C/c2cccc(Cl)c2)cc1 | -2 | -0.8 | 54*
Cc1ccc(SCCC(=O)N2CCC(C(N)=O)CC2)cc1 | 1 | 2.2 | 11
O=C(CCCNS(=O)(=O)c1cccs1)N1CCN(c2ccc(F)cc2)CC1 | -7 | 0.5 | -2
Cc1ccc2[nH]c(=O)c(-c3nc4ccccn4c3NCc3ccco3)cc2c1 | 0 | -1.9 | 29
COc1ccc(Cc2nnc(N)s2)cc1OC | -6 | -3.1 | -2
CCCS(=O)(=O)N1CCN(CC2CC=CCC2)CC1 (centres undefined) | 7 | -0.4 | 3
CSc1nnc2c3cc(F)ccc3n(Cc3ccccc3)c2n1 | -1 | -0.7 | -6
Cc1ccc(C(=O)CSc2nc(N)cc(=O)[nH]2)cc1 | -4 | 11 | -6
Cc1cc(N2CCc3ccccc32)n2ncnc2n1 | 2 | 3.4 | 2
C=C(C)Cn1c(Sc2nnc(C)s2)nc2c1c(=O)[nH]c(=O)n2C | -8 | 0.4 | 0
CC(C)CCC(CCN1CCOCC1)c1ccc2c(c1)OCO2 (centres undefined) | -4 | 1.1 | 3
Cc1cc(C)cc(-n2nnc(C(=O)NCc3ccccc3Cl)c2N)c1 | 0 | -0.8 | -5
O=C1c2ccccc2C(=O)N1OCCOCCOCCON1C(=O)c2ccccc2C1=O | -5 | 0.6 | -9
CCOC(=O)c1c(-c2ccccc2Cl)cn2ccccc12 | -2 | -1.1 | 0
S=c1[nH]nc(-c2cccc(Br)c2)o1 | -8 | 0.4 | -9
Cc1cc2oc(=O)cc(CN3CCC(C)CC3)c2cc1Cl | 10 | 0.5 | 58*
Cc1cc([N+](=O)[O-])c(N2CCC[C@@H]2C(=O)O)c([N+](=O)[O-])c1 | 0 | 0.7 | 4
c1ccc(CCN2CCN(c3ncnc4c3cnn4-c3ccccc3)CC2)cc1 | -11 | 0.6 | 17
C/C(=C/c1oc2ccc(O)cc2c1[N+](=O)[O-])N(C)C | 2 | 1.4 | 28
OC(COC1CCCCC1)CN1CCN(c2ccccc2)CC1 (centres undefined) | -2 | -2.2 | -3
O=C(Nc1nc(COc2ccccc2)cs1)C1CCC1 | -2 | -0.1 | 64*
SMILES | RAD54 inh | E-sel inducer | esBAF inh
COc1ccccc1NC(=O)CSc1nnc(-c2ccncc2)o1 | -32 | -0.1 | 4
COc1cccc(N2CCN(C3CC(=O)N(c4ccc(Cl)c(Cl)c4)C3=O)CC2)c1 (centres undefined) | 8 | 0.1 | 2
COc1cc(C2C(C#N)=C(N)Oc3cc(C)oc(=O)c32)ccc1OC(=O)N1CCOCC1 (centres undefined) | -16 | -2.5 | -1
Cc1ccc(C(=O)O/N=C/c2c(N3CCOCC3)n(C)c3ccccc23)cc1 | -5 | 1.2 | -5
CC(C)N1C(=O)CC(Nc2ccc(N3CCOCC3)cc2)C1=O (centres undefined) | -3 | -1.7 | 29
O=C(COC(=O)c1ccc(=O)n(Cc2ccccc2)n1)Nc1ccc2c(c1)OCCO2 | 5 | 0.2 | -9
Cc1nn(CCC(=O)NNC(=S)Nc2ccc(Cl)cc2)c(C)c1[N+](=O)[O-] | -2 | 2.5 | 25
COCCn1c(SCC(=O)Nc2cccc(C)c2)nnc1C(C)C | -4 | -0.1 | -5
CC(C)N(c1ccccc1)c1ncnc(NCCC(=O)O)c1[N+](=O)[O-] | -7 | -0.4 | -2
Cc1cc(C)n2c(SC/C(O)=C(\C#N)c3nc4ccccc4[nH]3)nnc2n1 | -5 | -1.1 | -4
CCOc1cc(C)c(S(=O)(=O)N2CCCC2)cc1C | -15 | 0.3 | 5
CCc1nc(N)c(C#N)c(-c2cccn2C)c1C | 3 | -0.6 | -1
COc1ccc(CCNC(=O)c2ccc(Cl)cc2)cc1 | 5 | 0.3 | 9
NC(=O)/C(=C/c1ccco1)NC(=O)/C=C/c1ccccc1 | -6 | 0.8 | 5
O=C(Nc1cc(Cl)cc(Cl)c1)C1CCC(=O)N1Cc1ccccc1Cl (centres undefined) | 0 | -1.2 | -17
COC(=O)c1ccc2c(=O)n(CC3CCCO3)c(SCC(=O)Nc3ccccc3OC)nc2c1 (centres undefined) | 11 | 2.3 | 16
Nc1nc2n(n1)C(c1cccs1)CC(c1ccc(F)cc1)N2 (centres undefined) | -6 | -2.1 | 0
CN(C)S(=O)(=O)c1cccc(C(=O)N2CCN(Cc3ccccc3)CC2)c1 | 1 | -0.7 | -5
O=C(Nc1ccc2c(c1)OCO2)c1ccc(Br)c(S(=O)(=O)N2CCCC2)c1 | -1 | -0.2 | 17
CCCCCCCCOC1OC(CO)C(O)C(O)C1NC(C)=O (centres undefined) | -15 | -0.2 | 1
O=C(CN1CCN(S(=O)(=O)c2ccccc2)CC1)Nc1ccc(Cl)c(Cl)c1 | 1 | 1.2 | 0
CC1CCCN(C(=O)c2ccc3nc[nH]c3c2)C1 (centres undefined) | -13 | -2.5 | -10
COC(=O)C(N)Cc1ccc(O)cc1 (centres undefined) | -11 | 2.2 | -10
CCCC(=O)Nc1nnc(Cc2ccccc2)s1 | 10 | 0.4 | -3
CCn1c(NCc2ccccn2)nc2c1c(=O)n(C)c(=O)n2C | -8 | 2.1 | -10

Record cards (already shown). Order of screens: RAD54 inh, E-sel inducer, esBAF inh
Cc1cc(C)n2c(SC/C(O)=C(\C#N)c3nc4ccccc4[nH]3)nnc2n1 is entered as -5, -1.1, -4
CCn1c(NCc2ccccn2)nc2c1c(=O)n(C)c(=O)n2C is entered as -8, 2.1, -10
CCCCCCCCOC1OC(CO)C(O)C(O)C1NC(C)=O (centres undefined) is entered as -15, -0.2, 1
CCc1nc(N)c(C#N)c(-c2cccn2C)c1C is entered as 3, -0.6, -1
O=C(Nc1cc(Cl)cc(Cl)c1)C1CCC(=O)N1Cc1ccccc1Cl (centres undefined) is entered as 0, -1.2, -17

Next compounds
SMILES | RAD54 inh | E-sel inducer | esBAF inh
CN(C)CCNC(=O)c1ccccc1 | -8 | 0.4 | -6
Cc1ccc(S(=O)(=O)NC(=O)Nc2nnc(C3CC3)s2)cc1 | 5 | -0.5 | -11
Cc1ccc2nc(C)cc(OCC(=O)O)c2c1 | 8 | 7.2 | -10
COCc1c(C(=O)OC)nnn1-c1ccccc1 | 7 | -0.6 | -3
O=c1[nH]c2ccccc2cc1-c1noc(-c2cccnc2)n1 | -3 | -2.1 | 23
CCCC(=O)Nc1ccc(NC(=O)c2ccco2)cn1 | 1 | 0.1 | 18
O=C(COc1ccc(Cl)cc1)N1CCN(C(=O)c2cccc(F)c2)CC1 | -13 | -1.6 | -3
COc1ccccc1CNC(=O)CN(C)CC(=O)Nc1cccc(F)c1 | 3 | -0.9 | 1
Nc1cccc(NC(=O)c2cccs2)c1 | 1 | -1.6 | 19
COc1ccc(Cc2nnc(SCC(=O)NCc3ccco3)o2)cc1 | -13 | 14 | 3
Nc1nnc(CCc2ccccc2)s1 | -2 | -1.0 | -1
Cc1ccc(N(C(=O)CCC(=O)Nc2cc(C)on2)C(C(=O)NC2CCCC2)c2ccncc2)cc1 (centres undefined) | -14 | -1.7 | 4
O=C(NCc1ccccn1)c1cc(S(=O)(=O)N2CCN(c3ccccc3)CC2)ccc1Cl | -7 | 1.2 | -7
COc1cccc(C2=Nn3c(nnc3-c3ccccc3O)SC2)c1 | 11 | 0.4 | -1
CCC(OC(=O)c1nsc(Cl)c1Cl)C(=O)NCc1cccs1 (centres undefined) | -3 | -1.9 | 2
Cc1cc(=O)n(CCO)c(O)c1C#N | -2 | -0.8 | 4
Cc1ccc(S(=O)(=O)n2ccc3cccnc32)cc1 | -16 | -0.2 | -3
COc1ccc(CCNC(=O)CN(C)S(=O)(=O)c2cccc3nsnc23)cc1OC | 3 | 2.3 | 1
CCN(CC)C(=O)N1CCC(NC(=O)c2ccccc2)CC1 | -9 | -2.0 | -5
CCCNS(=O)(=O)c1cc(Br)cc2c1N(C(=O)CC)CC2 | -8 | -1.2 | 0
Nc1nonc1C(=O)N/N=C/c1ccc(-c2cccc([N+](=O)[O-])c2)o1 | 13 | -0.6 | -6
COCc1cc(C)n(CC(=O)Nc2ccccc2OC)c(=O)c1C#N | -4 | -1.8 | -2
COc1ccccc1Nc1ncnc2c1cnn2-c1cccc(C)c1 | -15 | -1.7 | ?
CCOc1ccccc1C(=O)NC1CC2CCCC(C1)N2Cc1ccccc1 (centres undefined) | 2 | 0.2 | -1
CCC(=O)Nc1nc(N)n(-c2ccccc2)n1 | 16 | 0.2 | 2
SMILES | RAD54 inh | E-sel inducer | esBAF inh
Cc1ccc(F)cc1NC(=O)C1CCN(c2cnccn2)CC1 | -7 | -0.9 | -4
CC1CCN(C(=O)CSc2nc(N)cc(N)n2)CC1 | -17 | 1.5 | 1
Cc1sc2nc(CN3CCOCC3)nc(Oc3ccc(NC(=O)c4ccco4)cc3)c2c1C | -3 | 0.6 | 8
Cc1ccc2c(CC(=O)OCc3csc(C)n3)coc2c1 | 6 | 0.2 | -6
COc1ccc(CCNC(=O)CCCn2c(=O)[nH]c3cc(OC)c(OC)cc3c2=O)cc1OC | -16 | -0.7 | -8
N#CCSc1nnc(Cc2cccs2)n1C1CCCCC1 | -7 | -3.2 | 6

5 entries drawn at random from those above:
SMILES | RAD54 inh | E-sel inducer | esBAF inh
Cc1sc2nc(CN3CCOCC3)nc(Oc3ccc(NC(=O)c4ccco4)cc3)c2c1C | -3 | 0.6 | 8
COc1ccc(CCNC(=O)CCCn2c(=O)[nH]c3cc(OC)c(OC)cc3c2=O)cc1OC | -16 | -0.7 | -8
Cc1ccc2c(CC(=O)OCc3csc(C)n3)coc2c1 | 6 | 0.2 | -6
Cc1ccc(F)cc1NC(=O)C1CCN(c2cnccn2)CC1 | -7 | -0.9 | -4
CC1CCN(C(=O)CSc2nc(N)cc(N)n2)CC1 | -17 | 1.5 | 1

High-throughput results: PubChem, Broad Institute
